Screens (PubChem)
hgDAF12 agonist – H. glycines DAF-12 receptor agonists, primary screen, cell-based, luminescence, HEK293, GAL4 fusion, UAS-luciferase; Nuclear hormone receptor DAF-12 (Heterodera glycines), GAL4 fusion; HEK293 GAL4-hgDAF12 UAS-luciferase reporter, agonist luminescence; normalized to butyrate control; activation, % at 6.8 µM; 1.8% of 370,000 active; AID 687014, 2013;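 active = activation above a cutoff set at the mean of all screened compounds plus 3 SD, cut at about 10% in these data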;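 note: 0% = DMSO wells and 100% = sodium butyrate wells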
SMARCA2 activ – SMARCA2 (BRM) function activators, primary screen, cell-based, luminescence, high throughput; MG213 cells, MMTV-luciferase reporter, dexamethasone, overnight; activation, % at 9.1 µM; 1% of 370,000 active; in the data active = activation above about 7.8%;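 note: 0% = vehicle wells and 100% = reference activator wells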
GC-A act – GC-A stimulated cGMP production enhancers – HEK293 GC-A cells, cGMP TR-FRET, EC30 ANP, primary screen; 0% at EC30 ANP, 100% saturating ANP; activation, % at 10 µM; 0.14% of 370,000 active; AID 1671463, 2021; in the data active = activation above about 40%
Target sequence (P16066 whole entry, looked up): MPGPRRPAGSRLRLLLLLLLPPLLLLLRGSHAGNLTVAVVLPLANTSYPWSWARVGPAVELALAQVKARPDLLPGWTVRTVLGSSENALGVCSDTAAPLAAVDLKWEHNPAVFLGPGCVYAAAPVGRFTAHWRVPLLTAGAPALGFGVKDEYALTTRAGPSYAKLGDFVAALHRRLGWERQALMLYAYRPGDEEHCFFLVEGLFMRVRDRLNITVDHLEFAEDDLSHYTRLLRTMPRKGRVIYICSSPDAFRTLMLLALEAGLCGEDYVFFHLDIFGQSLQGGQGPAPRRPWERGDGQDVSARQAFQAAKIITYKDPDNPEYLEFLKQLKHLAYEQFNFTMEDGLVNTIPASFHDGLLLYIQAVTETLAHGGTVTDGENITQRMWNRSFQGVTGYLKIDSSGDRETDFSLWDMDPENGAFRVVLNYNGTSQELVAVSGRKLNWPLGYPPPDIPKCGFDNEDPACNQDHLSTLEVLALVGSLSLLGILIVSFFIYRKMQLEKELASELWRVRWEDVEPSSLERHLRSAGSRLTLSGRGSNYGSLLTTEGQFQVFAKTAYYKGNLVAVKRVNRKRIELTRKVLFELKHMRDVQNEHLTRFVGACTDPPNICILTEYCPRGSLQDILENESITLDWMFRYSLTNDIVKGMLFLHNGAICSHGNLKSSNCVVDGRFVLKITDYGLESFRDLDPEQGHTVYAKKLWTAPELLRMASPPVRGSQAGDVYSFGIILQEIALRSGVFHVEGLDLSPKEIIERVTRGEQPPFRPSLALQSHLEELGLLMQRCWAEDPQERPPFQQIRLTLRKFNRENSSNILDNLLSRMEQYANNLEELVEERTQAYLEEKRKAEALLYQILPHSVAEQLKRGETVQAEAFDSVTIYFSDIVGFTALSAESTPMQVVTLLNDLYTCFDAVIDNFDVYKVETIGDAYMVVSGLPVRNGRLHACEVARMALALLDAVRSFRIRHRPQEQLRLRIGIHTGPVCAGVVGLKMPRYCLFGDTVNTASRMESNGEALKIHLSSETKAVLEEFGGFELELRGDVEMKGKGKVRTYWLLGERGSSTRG
hcDAF-12 act – H. contortus DAF-12 nuclear receptor activators, primary screen, cell-based, luminescence, HEK293, lit1-tk-luc reporter | 1.4% of 370,000 active | HEK293 hcDAF-12 lit1-tk-luc reporter; 0% DMSO, 100% Δ7-dafachronic acid | AID 652067, 2013 | activation, % at 6.8 µM;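 active = activation above the mean of all tested compounds plus 3 SD, cut at about 5.5% in these data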;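 note: 100% = response to 3 µM Δ7-dafachronic acid high control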
ssDAF-12 act – S. stercoralis DAF-12 nuclear receptor activators, primary screen, cell-based, luminescence, HEK293, GRIP1 co-expression, lit1-tk-luc | AID 652126, 2013 | HEK293 ssDAF-12/GRIP1 lit1-tk-luc reporter; % of 3 µM dafachronic acid response | activation, % at 6.8 µM | 1% of 370,000 active | Nuclear hormone receptor DAF-12 (Strongyloides stercoralis);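 active = activation above the mean over all tested compounds plus 3 SD, cut at about 0.9% in these data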;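 note: 0% = DMSO-only wells and 100% = 3 µM delta7-dafachronic acid wells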
ADAM10 inh – human ADAM10 inhibitors, primary screen, biochemical, QFRET, HTS; recombinant ADAM10, EDANS/DABCYL FRET peptide cleavage, 3 h; 0.62% of 370,000 active; Disintegrin and metalloproteinase domain-containing protein 10 (Homo sapiens), O14672; inhibition, % at 7 µM; AID 720582, 2013;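 active = inhibition above a per-campaign cutoff equal to the mean of compounds falling between control-based bounds plus 3 SD, cut at about 20% in these data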;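 note: 0% = DMSO wells while the 100% control is not disclosed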
NPR2 activator – human GC-B receptor activators, primary screen, HEK293 GC-B cells, cGMP TR-FRET, EC30 CNP. Atrial natriuretic peptide receptor 2 (Homo sapiens), P20594. 0% at EC30 CNP, 100% saturating CNP. activation, % at 10 µM. 0.11% of 370,000 active;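 active = activation at 10 µM reaching about 35% in either raw or pattern-adjusted values, limit read from the data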
DAX1 inh-1 – DAX1 (NR0B1) inhibitors on StAR promoter, primary screen, cell-based, luminescence, SF-1 (NR5A1), full-length DAX-1; HEK293T StAR-luciferase reporter, SF-1/DAX-1 repression relief; inhibition, % at 6.8 µM; 1.1% of 370,000 active; AID 652010, 2013;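 active = inhibition above the mean over all tested compounds plus 3 SD, cut at about 3.6% in these data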;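 note: 0% = DAX-1 cells with DMSO and 100% = cells lacking DAX-1 with DMSO; higher inhibition means more luminescence from relief of DAX-1 repression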
sPLA2-III inh – human group III sPLA2 inhibitors, primary screen, biochemical, QFRET, BODIPY PC-A2 liposome substrate | Group 3 secretory phospholipase A2 (Homo sapiens), Q9NZ20 | QFRET BODIPY PC-A2 liposome hydrolysis, fluorescence | 0.56% of 370,000 active | inhibition, % at 12.2 µM;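 active = inhibition above mean plus 3 SD of compounds lying within the high and low control bounds, cut at about 19% in these data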;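 note: 0% = median of test compound wells and 100% = no enzyme DMSO wells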
DAX1 inh-2 – DAX1 (NR0B1) inhibitors, primary screen, cell-based, HEK293, Gal4-DAX1, luciferase luminescence | Nuclear receptor subfamily 0 group B member 1 (Homo sapiens), P51843 | HEK293 Gal4-DAX1 luciferase reporter | inhibition, % at 6.75 µM | 0.99% of 340,000 active | AID 504766, 2011;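 active = inhibition above the mean over all tested compounds plus 3 SD, cut at about 4.2% in these data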;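 note: 0% = DAX1-transfected cells with DMSO and 100% = empty-vector control cells with DMSO; inhibition shows as a rise in luminescence from relieved DAX1 repression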
GAA850 FXN act – FXN promoter activators, primary screen, cell-based, luciferase luminescence, HEK293 lucGAA850; HEK293 lucGAA850 FXN promoter luciferase reporter, 24 h; percent of 10 µM SAHA response; activation, % at 6 µM; 0.56% of 360,000 active; AID 540364, 2011;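 active = activation above the average of all compounds screened plus 3 SD, cutoff fixed separately per campaign, cut at about 7.5% in these data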;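 note: 0% = DMSO wells and 100% = 10 µM SAHA wells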
An asterisk follows results filed as active; i = inactive; · = no result given.

SMILES	hgDAF12 agonist	SMARCA2 activ	GC-A act	hcDAF-12 act	ssDAF-12 act	ADAM10 inh	NPR2 activator	DAX1 inh-1	sPLA2-III inh	DAX1 inh-2	GAA850 FXN act
CC1(C)CCc2cc(-c3ccn(S(=O)(=O)c4ccccc4Cl)n3)ccc2O1	1.2	-3	3	-1.5	0.3	-1	2	0.2	-3	·	4.0
Cc1nc2ccccc2c(=O)n1NC(=O)c1ccccc1[N+](=O)[O-]	2.5	-2	0	-0.4	-1.1	1	-2	0.1	-2	2.5	2.5
CN(Cc1ccccc1)CC(O)COc1ccc(CNCc2nccn2C)cc1 (centres undefined)	-1.1	0	-3	1.8	-0.7	0	2	0.5	0	-0.6	0.4
CCC(C)(C)C1CCC2(CC1)NC(=O)N(CC(=O)NCCc1ccc(OC)c(OC)c1)C2=O (centres undefined)	-1.3	1	-1	-1.3	-1.3	7	-2	0.3	-6	0.2	-1.7
CN1CCC(N(C)S(=O)(=O)c2ccc(C(C)(C)C)cc2)CC1	-1.7	-1	1	0.6	-1.1	4	-3	0.6	-15	-0.7	2.6
O=S(=O)(Nc1cccnc1)c1cccc(Cl)c1	0.2	-3	2	0.4	-1.0	10	3	0.0	7	-0.8	-0.8
COc1ccc(S(=O)Cc2ccc(C(=O)N3CCN(C(=O)c4ccco4)CC3)o2)cc1 (centres undefined)	2.2	-1	4	-1.9	-0.8	-5	1	-0.3	1	1.3	0.6
Cc1ccc2c(C(=O)CSc3ccccc3)c(C)[nH]c2c1	-0.3	4	1	0.8	-0.4	-2	0	0.0	1	-0.9	4.1
O=C(CSC1=NS(=O)(=O)c2ccccc2N1)Nc1cccc(F)c1	-1.4	1	-2	-0.7	-0.6	1	7	-1.6	-23	-0.5	-0.3
O=C(CNC(=O)c1ccco1)N=Nc1c(O)n(CCc2ccccc2)c2ccccc12	-2.8	-3	-2	0.1	-1.2	3	-8	0.1	-18	-2.0	-2.1
COc1ccc(N(C(=O)c2ccco2)S(=O)(=O)c2cc(Cl)c(Cl)cc2Cl)cc1	-1.9	-3	-2	-1.2	-1.9	17	3	-1.4	0	-0.4	-3.2
O=C(CN(Cc1ccco1)C(=O)c1ccc([N+](=O)[O-])cc1)Nc1ccccc1C(F)(F)F	1.4	1	-1	-0.9	-1.0	-5	3	1.1	-3	0.5	-0.3
N#Cc1ccc(OCC(=O)NCC2COc3ccccc3O2)cc1 (centres undefined)	0.8	-3	-1	-0.3	-0.6	-20	-2	2.3	11	0.3	1.8
CN(CC(=O)Nc1ccccc1Br)C(=O)CNC(=O)c1ccco1	-0.5	-2	0	-0.5	-0.3	-6	0	-1.0	6	0.8	-1.2
CC(=O)c1cccc(CN2CCN(CC(C)C)C(CCO)C2)c1 (centres undefined)	0.4	-4	1	3.0	0.1	-4	0	-0.5	5	-1.1	-0.9
COc1ccc(C(=O)NC(C)(C)C)cc1S(=O)(=O)N1CCCC1	0.9	-4	2	-0.9	-1.3	-4	-11	0.5	1	0.1	0.1
COc1ccc(CN2CC(C(=O)NCCCN3CCOCC3)CC2=O)cc1 (centres undefined)	2.5	0	-1	-1.9	-0.8	-4	0	-0.4	-1	0.6	-2.0
O=C(COC(=O)c1ccc2c(c1)OCCO2)Nc1ccc(F)cc1	2.5	0	4	1.2	-0.8	-4	2	0.0	10	-0.2	-0.4
O=C(Nc1cccc(S(=O)(=O)N2CCOCC2)c1)c1cn(-c2ccccc2)nc1-c1ccccc1	-2.4	2	-1	-2.2	-1.1	11	-5	-0.9	-7	-1.2	0.4
Cc1ccc(C(=O)NC2CC3CCC(C2)N3Cc2ccco2)cc1 (centres undefined)	0.0	0	2	-1.4	-1.3	6	-1	-0.7	0	-0.8	1.2
Cc1ccc(C)c(S(=O)(=O)N2CCN(CC(=O)Nc3ccc4c(c3)OCCO4)CC2)c1	0.3	0	-7	-1.2	-1.1	7	-5	0.0	-14	-1.3	-2.9
Cc1c(CN2CCC(CO)(CC3CCCCO3)CC2)cnn1C (centres undefined)	0.1	-4	1	-0.6	-1.2	-2	10	0.0	6	-0.2	0.8
Cc1cc(OCC(=O)NC(Cc2ccc(Cl)cc2)C(=O)O)c2c(C)cc(=O)oc2c1 (centres undefined)	4.3	1	-2	-1.6	-1.2	-354	5	0.5	0	0.5	-0.6
CN(C)c1ccc(CNC(=O)C2(C)Cc3c(-c4ccc(N(C)C)cc4)ccnc3O2)cc1 (centres undefined)	-4.1	-4	-2	-2.7	-1.2	i	-2	-1.5	1	·	-0.4
Cc1c(C(c2ccc(C(=O)O)cc2)c2c(C)n(C)n(-c3ccccc3)c2=O)c(=O)n(-c2ccccc2)n1C	0.9	3	0	0.8	-1.6	9	4	0.0	0	0.1	-0.5

Following part
SMILES	hgDAF12 agonist	SMARCA2 activ	GC-A act	hcDAF-12 act	ssDAF-12 act	ADAM10 inh	NPR2 activator	DAX1 inh-1	sPLA2-III inh	DAX1 inh-2	GAA850 FXN act
C/C(=N\OC(=O)c1cccc(Cl)c1)c1sc(C)nc1C	0.1	1	5	-0.1	-0.7	2	3	0.8	7	-0.7	2.1
CCOc1ccc(CCNC(=O)c2cc(C)nn2-c2ccccc2)cc1	-1.4	-1	0	-1.7	-0.2	0	-1	-0.9	-5	1.0	-0.7
O=C(NCC1CCCN1S(=O)(=O)c1cccs1)c1c(F)cccc1F (centres undefined)	-0.9	-3	1	-0.7	-0.2	-2	-2	-1.7	9	0.7	2.0
COc1cccc(CN2CCC2(C)C(=O)NCCc2ccccn2)c1OC (centres undefined)	-3.7	-5	1	-0.1	-0.3	8	-4	-0.7	3	·	1.1
CCNc1nc(NC(C)C)nc(N(C#N)Cc2ccccc2)n1	-2.6	1	16	-2.5	-1.8	8	16	-1.0	1	-0.5	1.5
CCOC(=O)c1sc(Nc2cccc(Cl)c2)nc1C	1.7	3	-1	-0.3	-1.3	-2	-10	-0.2	-6	2.1	5.1
COc1ccc(CN2CCc3cc(OC)c(OC)cc3C2)cc1O	-2.5	-1	-1	-0.1	-1.4	-12	6	-0.6	0	1.7	-0.7
CCOC(=O)CNC(=O)C(CO)NC(=O)OCc1ccccc1 (centres undefined)	-0.3	2	1	0.1	-1.3	-7	4	-0.4	2	0.5	-1.1
Cc1cccc(NC(=O)CN2C(=O)CCSc3ccccc32)c1C	-1.2	-5	-17	-0.3	-0.7	-4	-21	-0.4	-3	·	·
NC(=O)CC(NC(=O)c1ccc(Br)cc1)c1ccc(NCc2ccc(F)cc2)c([N+](=O)[O-])c1 (centres undefined)	0.6	1	0	-2.3	-1.0	7	-3	-0.5	-5	2.0	0.4
CCCN(CCC)CCCNc1ccc2nnc(-c3ccc(F)cc3)n2n1	3.0	5	-3	-1.3	-0.7	-25	-8	0.0	-3	0.4	-1.5
CCC(C)NC(=O)CSc1nnc(-c2cc(OC)c(OC)c(OC)c2)o1 (centres undefined)	2.9	-4	-1	-3.3	-0.8	0	-6	0.5	3	·	·
COc1cccc(C(O)c2nc(-c3cccc(CO)c3)cs2)c1 (centres undefined)	-1.7	2	1	-0.5	-0.8	6	3	0.5	-5	·	-0.1
N#Cc1c(Cl)nc(-c2ccncc2)nc1-c1ccccc1	0.3	1	5	-1.4	-0.9	3	3	-0.1	1	0.6	-0.4
COC(=O)CN1C(=O)Nc2ccc(Cl)cc2C1c1ccccc1 (centres undefined)	-1.9	0	-29	-0.4	-1.0	-2	-11	-0.6	6	-0.5	2.5
Cc1ccc(NC(=O)CSc2nnc(C3CCCCC3)n2N)cc1F	1.3	-4	-6	-1.1	-1.0	13	-3	1.4	-16	-0.7	1.6
O=C(Nc1nnc(-c2ccccc2)s1)c1ccccc1F	11*	1	0	3.0	0.1	-2	4	5.5*	-5	3.1	3.6
Oc1ccc(/C=N\Nc2nncc(-c3ccccc3)n2)cc1	-0.3	-6	1	-2.2	-1.6	-9	4	0.2	-1	-2.0	8.7*
Cn1c(=O)c2[nH]c(C3CCC3)nc2n(C)c1=O	-0.7	-3	3	-0.6	-0.1	-1	1	-0.1	1	0.3	1.0
COC(=O)c1ccc(Cn2ccc3ccc(-c4ccc5ccn(C(=O)c6cccc(OC)c6)c5c4)cc32)cc1	4.5	1	-2	-2.3	-0.4	-15	2	-0.1	2	·	·
CCOC(=O)C1=C(C)N(CCCCCC(=O)O)C(=O)NC1c1ccccc1Cl (centres undefined)	-1.3	2	3	-1.1	-0.4	7	-3	-0.3	5	0.0	-0.9
Cc1cccc(NC(=O)COc2nsnc2N2CCOCC2)c1	0.3	-3	2	-1.8	-1.0	16	2	-0.7	4	0.9	1.2
c1csc(CNCc2ccncc2)c1	-0.5	4	3	0.2	0.0	1	0	-0.7	5	0.7	1.0
CCCCNC(=S)N/N=C/c1ccc(OCC(=O)Nc2c(C)cc(C)cc2C)c(OC)c1	4.9	0	8	-0.2	-1.5	-2	7	0.2	-5	-0.2	1.1
COc1cccc(CSc2nccn2C)c1	-1.9	-1	-1	0.4	-0.7	2	-5	0.3	6	-0.4	3.3
Cc1ccc(N(CC(O)CON=C2c3ccccc3-c3ccccc32)S(C)(=O)=O)cc1 (centres undefined)	-1.4	-5	0	-4.0	-1.6	22*	-7	0.2	-48	0.0	3.9
O=C(Nc1ccc2c(c1)CCC2)c1cccc(S(=O)(=O)N2CCN(c3ccccc3)CC2)c1	-3.2	0	-1	-1.8	-2.0	16	4	-1.7	-12	-0.7	-0.4
O=C(O)c1ccccc1-c1cc2ccccc2[nH]1	-2.1	-3	4	-2.3	-1.3	-2	5	-0.7	-9	0.0	0.5
CCN(CC)c1ccc(S(=O)(=O)N2CCOCC2)cc1NC(=O)CSc1nncn1C	1.0	-1	0	-1.0	-1.5	-9	3	1.1	7	-0.4	-0.5

Compounds shown so far that have a thiophene ring, fused or not:
SMILES	hgDAF12 agonist	SMARCA2 activ	GC-A act	hcDAF-12 act	ssDAF-12 act	ADAM10 inh	NPR2 activator	DAX1 inh-1	sPLA2-III inh	DAX1 inh-2	GAA850 FXN act
O=C(NCC1CCCN1S(=O)(=O)c1cccs1)c1c(F)cccc1F (centres undefined)	-0.9	-3	1	-0.7	-0.2	-2	-2	-1.7	9	0.7	2.0
c1csc(CNCc2ccncc2)c1	-0.5	4	3	0.2	0.0	1	0	-0.7	5	0.7	1.0
